Screens (PubChem BioAssay)
GPR35 arrestin U2OS – GPR35 antagonists blocking zaprinast-driven arrestin recruitment, primary screen, imaging, U2OS, beta-arrestin-GFP, zaprinast agonist (AID 2058); G-protein coupled receptor 35 (Homo sapiens); U2OS GPR35 beta-arrestin-GFP translocation imaging, zaprinast antagonism; higher % means a stronger effect; one-dose inhibition, % at 10 µM; IC50 in µM for titrated hits; 290,000 tested, 0.052% active;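 active = inhibition of at least 50% with at least 30 cells and total cytoplasm GFP at most 10,000,000; inconclusive = under 30 cells or total GFP of 10,000,000 plus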
SV40 large T antigen – SV40 large T antigen inhibitors, biochemical (AID 1903). SV40 large T antigen ATPase/helicase inhibition assay; higher % means a stronger effect. inhibition, % at 20 µM; hits with a dose series show IC50 in µM. 310,000 tested, 0.39% active; in the data active = a potency from the dose series; inconclusive = inhibition mostly from about 32% at the one dose, without a potency; inactive = the rest, 99 in 100 with inhibition below about 32%; note: strong numbers were not always called active
NTR1 ag – agonists of NTR1, primary screen, imaging, U2OS cells, beta-arrestin-GFP, high content (AID 493036); Neurotensin receptor type 1 (Homo sapiens), P30989; NTR1-U2OS beta-arrestin-GFP spot imaging, agonist mode; activation, % at 20 µM; 330,000 tested, 0.17% active;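 active = activation at or above 40% of the spot to cytoplasm intensity ratio, with at least 20 cells analyzed; inconclusive = wells under 20 cells, flagged as cytotoxic or low count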;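 note: 0% = DMSO without peptide and 100% = 100 nM NTR1 peptide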
Target sequence (P30989 whole entry, looked up): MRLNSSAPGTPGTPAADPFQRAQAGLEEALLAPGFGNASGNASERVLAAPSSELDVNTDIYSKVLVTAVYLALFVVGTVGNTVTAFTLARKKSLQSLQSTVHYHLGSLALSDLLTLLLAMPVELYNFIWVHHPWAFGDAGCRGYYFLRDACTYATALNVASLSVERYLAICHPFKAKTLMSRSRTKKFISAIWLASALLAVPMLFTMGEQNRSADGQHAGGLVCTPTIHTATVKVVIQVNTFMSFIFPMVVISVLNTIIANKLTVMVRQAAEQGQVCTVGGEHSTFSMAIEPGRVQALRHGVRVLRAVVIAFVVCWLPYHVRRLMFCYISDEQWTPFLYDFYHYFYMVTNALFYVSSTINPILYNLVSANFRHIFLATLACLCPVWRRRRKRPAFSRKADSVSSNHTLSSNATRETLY
GPR55 activation – GPR55 agonists via beta-arrestin recruitment, primary screen, imaging, U2OS cells, beta-arrestin-GFP redistribution (AID 1961); G-protein coupled receptor 55 (Homo sapiens); U2OS GPR55 beta-arrestin-GFP redistribution imaging; higher % means a stronger effect; activation, % at 10 µM; hits with a dose series show EC50 in µM; 290,000 tested, 0.048% active;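 active = activation above 40% with more than 50 cells counted in the well; inconclusive = wells holding fewer than 50 cells, flagged as toxic or sparse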;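 note: U2OS osteosarcoma cells stably expressing GPR55 and beta-arrestin-GFP; plate controls were DMSO negative control for no effect and LPI positive control for full effect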
GPR55 LPI antagonism – GPR55 antagonists blocking LPI-driven arrestin recruitment, primary screen, imaging, U2OS, beta-arrestin-GFP, LPI agonist (AID 2013) | U2OS GPR55 beta-arrestin-GFP translocation imaging, LPI antagonism; higher % means a stronger effect | inhibition, % at 10 µM; hits with a dose series show IC50 in µM | 290,000 tested, 0.13% active;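 active = spots per cell inhibited over 60%, with over 100 cells counted and total cytoplasm intensity under 500,000; inconclusive = wells with under 100 cells, flagged as likely toxic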;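 note: U2OS cells stably carrying GPR55 and arrestin-GFP stimulated by 5 µM LPI near EC80; imaged beta-arrestin-GFP aggregate spots per cell after agonist stimulation; plate controls were LPI-stimulated DMSO wells for no effect and DMSO wells without LPI for full effect; some results filed as inactive read as strong as hits; confirmed hits need IC50 under 10 µM and bright autofluorescent wells are also inconclusive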
T cell modulator – modulators of CD8 T cell-vesicle binding, primary screen, mouse 2C CD8+ T cells, flow cytometry; calls only at 7 µM; 330,000 tested, 0.068% active; 2C CD8+ T cell-vesicle binding; stronger effect = lower value;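 active = response, share of CD8 T cells binding vesicles, and their 90th percentile fluorescence all below set limits, cut at about 80% in these data, passing the limit was not always enough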
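Incubation: binding step 1.5 h, 37 °C, antibody labelling 20 min, ice; system: murine 2C transgenic CD8+ T lymphocytes; technique: cytometric PE anti-B7-1 and Alexa647 anti-CD8 signals after 1% paraformaldehyde fixation; also added: QL9-charged Drosophila Ld/ICAM-1/B7-1 vesicles; control set: naked versus QL9-loaded vesicles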
MgcRacGAP inhibition – MgcRacGAP GTPase-activating activity inhibitors, confirmation, biochemical, ADP Hunter fluorescence; inhibition, % at 30 µM, or IC50 in µM where a hit was titrated; 340,000 tested, 0.6% active; MgcRacGAP-stimulated Rac1 GTP hydrolysis, ADP Hunter fluorescence; higher % means a stronger effect; GST-tagged Rac1 F28L mutant substrate; AID 624330, 2012;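 active = first-screen hits whose inhibition reached a set limit at any dose in the follow-up dose series; inconclusive = inhibition above the set first-screen limit but never retested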;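 note: fluorescence reports GDP produced by GAP-driven GTP hydrolysis; strong numbers were not always called active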
Hep lipid drop – inhibitors of hepatocyte lipid droplet formation, primary screen, imaging, high-throughput imaging, BODIPY stain. AML12 mouse hepatocytes, oleate lipid droplets. inhibition, % at 6.5 µM. 240,000 tested, 0.4% active. AID 1656, 2009;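 active = lipid droplet intensity inhibited by at least 50%, with more than 500 cells counted; inconclusive = wells with under 300 cells, treated as cytotoxic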
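Assay system: AML12 mouse liver cells | Compound dosing: One dose, 6.5 µM compound | Read-out basis: Droplet intensity reduction, % inhibition | Measured by: Fluorescence imaging, 20x objective, two fields per well | Schedule: Overnight treatment with compound plus oleate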
LYP inhibition – inhibitors of LYP phosphatase, biochemical, fluorescence intensity, uHTS (AID 1779); recombinant LYP phosphatase, fluorescence intensity; higher % means a stronger effect; 290,000 tested, 0.054% active; inhibition, % at 11.5 µM; hits with a dose series show IC50 in µM; in the data active = inhibition above about 50%;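 note: plate controls were vehicle with enzyme for no effect and no enzyme for full effect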
Hep lipid drop cells 6.5 µM – further read-out of Hep lipid drop, marked with its call; cell count; measured here: cell count, cytotoxicity flag;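 cells counted across two imaged fields per well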
T cell modulator vesicle-bound % – also measured in T cell modulator; calls as there; double positive events, %; measured here: CD8+ vesicle-bound cell fraction;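 binding gate set so that unloaded-vesicle control wells show 10% double positive cells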
NTR1 ag cell count 20 µM – recorded beside NTR1 ag, whose call it bears; cell count; measured here: cell count, cytotoxicity flag
Active calls of the source: *; i = inactive; ? = inconclusive; nt = not tested or not shown.

SMILES	GPR35 arrestin U2OS	SV40 large T antigen	NTR1 ag	NTR1 ag cell count 20 µM	GPR55 activation	GPR55 LPI antagonism	T cell modulator	T cell modulator vesicle-bound %	MgcRacGAP inhibition	Hep lipid drop	Hep lipid drop cells 6.5 µM	LYP inhibition
OC1(C#CCN2CCCC2)c2ccccc2-c2ccccc21	9.7%	3.2%	-2.2	50	-0.2%	17.1%	i	19.2	-7.8%	-1.6	702	3.2%
CCn1cc(CN2CCCC(CO)(Cc3cccc(Cl)c3)C2)cn1 (centres undefined)	5.5%	nt	-0.6	62	-0.1%	0.6%	i	40.6	4.5%	-8.9	696	-6.9%
COc1ccc(C2/C=C\CN(C(=O)C3CCCC3)CC(=O)N2Cc2ccc(F)cc2)cc1 (centres undefined)	-6.3%	4.0%	-2.8	56	?	0.2%	i	31.8	0.7%	-2.4	763	-1.9%
CCn1cc(C(=O)N2CCN(c3cccc(Cl)c3)CC2)c2cc(OC)c(OC)cc2c1=O	-0.2%	1.5%	1.9	84	0.3%	9.7%	i	29.2	5.5%	-2.2	791	-1.3%
Cc1cc(C)c(S(=O)(=O)N(CC(=O)NCc2cccnc2)C2CCCCC2)c(C)c1	3.1%	5.8%	1.7	76	-0.1%	3.8%	i	51.1	2.6%	18.9	730	-4.6%
CS(=O)(=O)N(CC(=O)N1CCC(C(N)=O)CC1)Cc1ccc(Cl)c(Cl)c1	7.7%	6.6%	-0.3	72	-0.1%	6.1%	i	53.6	-1.9%	2.4	848	-3.1%
O=C(NCc1ccccc1)C1CCCN(C(=O)NCc2ccccc2)C1 (centres undefined)	0.2%	4.3%	-2.4	45	-0.2%	-0.3%	i	12.8	7.5%	0.3	810	-4.4%
CCOc1ccc(-c2cc(C(=O)N/N=C/c3cccnc3)c3ccccc3n2)cc1	6.0%	21.9%	11.7	56	-0.1%	5.1%	i	65.6	5.4%	-29.1	693	-4.4%
COC(=O)c1cc(CC(=O)c2ccc(O)cc2O)c(C)o1	7.3%	2.3%	-0.6	43	0.0%	-4.4%	i	17.2	1.9%	nt	nt	-5.0%
Cc1sc2nc(SCC(=O)N3CC(C)OC(C)C3)n(C)c(=O)c2c1C (centres undefined)	5.1%	15.9%	0.7	63	-0.2%	8.1%	i	7.3	15.0%	-11.3	801	-6.0%
CCOC(=O)c1sc2nc(CSc3ccccc3)[nH]c(=O)c2c1C	-10.6%	3.0%	1.5	55	-0.5%	-17.7%	i	5.3	3.0%	11.3	647	4.7%
CC(C)(C)c1nc(SCC(=O)NCc2cccs2)c2ccccc2n1	3.2%	4.1%	1.4	42	-0.1%	7.6%	i	6.4	5.4%	-2.6	696	0.0%
COC(C(=O)N/N=C(\C)c1ccc(C(C)(C)C)cc1)c1ccccc1 (centres undefined)	4.8%	12.4%	-0.2	46	0.3%	12.8%	i	42.4	6.1%	nt	nt	1.8%
Cn1[nH]c(-c2ccccc2)c(/C=N/O)c1=O	6.4%	6.7%	0.9	48	-0.2%	8.5%	i	32.1	nt	10.3	718	-3.6%
CC(=O)c1ccc(N2CCN(C(=O)/C=C/c3cccs3)CC2)cc1	-7.4%	-12.0%	1.0	30	0.1%	5.4%	i	46.3	7.3%	7.5	711	5.1%
COc1nc(N)nc(N2CCOCC2)n1	4.3%	7.5%	-0.8	82	-0.1%	4.5%	i	32.2	4.1%	-4.8	731	-4.8%
CCOC(=O)Nc1ccc(C)cc1C	-6.7%	3.2%	4.9	36	0.3%	-8.4%	i	57.9	6.0%	3.8	817	-3.4%
C#CCOc1ccc(/C=C2\SC(=S)N(Cc3cccnc3)C2=O)cc1	-1.0%	5.0%	4.4	55	-0.2%	13.5%	i	38.5	-2.9%	-13.9	638	4.0%
O=C(Nc1cccc(-c2cccc(F)c2)c1)C1CCN(Cc2ccc(CO)o2)CC1	10.8%	10.6%	0.7	58	0.6%	-2.0%	i	3.0	-27.6%	-7.5	768	-7.2%
CCOC(=O)c1nn(-c2cccc(C)c2)cc1C(=O)c1ccccc1	-2.0%	1.1%	2.0	94	-0.2%	4.9%	i	46.4	4.0%	-8.2	718	-1.0%
COc1ccc(C(=O)Nc2ccc(C(=O)N3CCCCC3)cc2)cc1OC	4.3%	8.1%	-0.9	48	-0.1%	6.4%	i	19.5	3.3%	-2.2	814	-3.4%
CC(C)(C)OC(=O)[C@H](Cc1ccccc1)NC(=O)c1nc[nH]c1C(=O)NCc1ccccc1	2.5%	-2.3%	37.3	57	0.1%	21.7%	i	44.6	8.0%	-1.2	749	6.8%
COCCN(CC(=O)NCc1ccccc1)C(=O)CCC(=O)Nc1nccs1	8.1%	12.5%	-0.5	42	0.9%	9.4%	i	58.8	10.7%	nt	nt	-3.5%
COc1ccc(CNC(=O)c2nc(S(=O)(=O)Cc3ccccc3)ncc2Cl)cc1	31.9%	23.6%	21.2	69	-0.1%	7.7%	i	10.5	-33.5%	-9.3	716	-7.5%
O=C(COc1ccc(Cl)cc1Cl)N(Cc1ccco1)C1CCS(=O)(=O)C1 (centres undefined)	4.6%	20.9%	-0.7	52	0.1%	8.7%	i	7.1	2.5%	nt	nt	-8.8%
COc1ccc(-c2ccc(/C=C3/C(=N)N4C=CSC4=NC3=O)o2)c([N+](=O)[O-])c1	-5.1%	8.1%	nt	nt	-0.2%	5.0%	i	34.4	3.1%	-3.0	642	-2.3%
N#Cc1c(C(F)(F)F)cc(-c2cccs2)nc1SCC(=O)O	-6.1%	11.0%	1.2	46	-0.6%	6.6%	i	27.7	-12.0%	-3.4	691	-5.2%
COc1cc(OC)c(S(=O)(=O)Nc2ccccc2C(=O)O)cc1S(=O)(=O)Nc1ccccc1C(=O)O	-2.7%	7.9%	-0.7	57	0.3%	9.9%	i	59.5	7.8%	5.6	786	-5.3%
Cc1ccccc1NC(=O)c1cccc(S(=O)(=O)Nc2cccc(C(=O)O)c2)c1	-8.0%	17.8%	-1.4	48	-0.4%	-3.0%	i	53.8	13.3%	-0.1	805	-5.2%
CCOC(=O)c1csc(NC(=O)c2ccc(OC)c(OC)c2)n1	7.2%	-0.8%	0.4	35	-0.1%	9.8%	i	25.6	2.6%	nt	nt	3.0%
COc1cccc(NC(=O)Cn2c(CCC(=O)O)ccc2-c2ccccc2)c1	3.9%	15.5%	-1.0	31	0.7%	19.0%	i	43.0	2.0%	23.2	691	1.9%
Cc1cccn2cc(-c3ccc(S(=O)(=O)N4CCOCC4)cc3)nc12	5.9%	8.1%	-2.5	99	0.1%	-7.9%	i	41.6	9.3%	nt	nt	-16.6%
O=C(Cc1ccc([N+](=O)[O-])cc1)N/N=C/c1ccco1	0.3%	19.7%	0.3	38	-1.2%	1.7%	i	26.8	1.7%	7.2	666	-0.7%
O=C(NCc1ccco1)c1sc2cccc(F)c2c1Cl	0.0%	16.4%	0.7	50	-0.1%	-8.1%	nt	nt	2.7%	2.4	782	-11.6%
Nn1c(SCC(=O)NC(=O)NCc2ccccc2)nnc1C1CC1	10.3%	-8.0%	4.4	51	0.3%	12.1%	i	9.1	6.8%	nt	nt	-8.3%
Cc1cccc(NC(=O)C2CCCN(S(=O)(=O)c3c(C)nn(C)c3C)C2)n1 (centres undefined)	25.8%	16.8%	0.8	51	-0.3%	1.4%	i	47.7	5.8%	14.2	659	-0.4%
N#Cc1c(Cl)cccc1N1CCC(C(N)=O)CC1	-16.6%	2.4%	0.6	57	0.0%	-5.2%	i	30.1	nt	19.6	787	-14.6%
COc1ccc(CC(=O)Oc2ccccc2[N+](=O)[O-])cc1	-4.7%	1.4%	1.2	51	-0.1%	16.0%	i	51.1	9.0%	nt	nt	-11.2%
O=[N+]([O-])c1cccc(S(=O)(=O)NCc2ccncc2)c1	-0.2%	4.8%	-0.6	43	0.1%	31.2%	i	17.0	5.8%	-22.9	795	-10.7%
CC(C)CCn1c(Oc2ccccc2Cl)nc2c1c(=O)n(C)c(=O)n2C	-9.5%	-1.6%	2.0	23	0.0%	27.0%	i	25.4	10.5%	nt	nt	2.6%
Cc1ccccc1OCCCC(=O)Nc1nccs1	-2.4%	5.7%	0.8	44	-0.1%	3.7%	i	12.6	3.6%	nt	nt	-5.2%
N#Cc1c(NC(=O)C2CC(Cl)=CCC2C(=O)O)sc2c1CCCC2 (centres undefined)	9.5%	5.4%	-0.4	97	-0.1%	2.9%	i	25.8	16.5%	18.8	678	-0.8%
CCCCCCNC(=O)C(C#N)c1nc2ccccc2nc1N1CCOCC1 (centres undefined)	12.1%	8.8%	3.3	54	-0.2%	7.1%	i	51.0	0.7%	nt	nt	-5.3%
Cc1ccc(C(=O)Nc2cccc(N(C)S(C)(=O)=O)c2)cc1S(=O)(=O)Nc1ccccc1	-0.6%	1.7%	0.0	57	-0.2%	3.6%	i	34.3	-2.1%	nt	nt	-5.3%
